Compound activity deposited in PubChem BioAssay by National Center for Advancing Translational Sciences (NCATS).
Apoferritin bind = qHTS Assay for Identification of Novel General Anesthetics | Ferritin light chain (Equus caballus), P02791 | apoferritin/1-aminoanthracene competitive binding, fluorescence | Potency, µM (top dose mostly 77.5 µM), inactives show at the highest dose activity change, negative = displacement, most hits filed as inhibitors | hit rate 0.074% among 350,000; also: % is scaled to controls: 0 for no effect and ±100 for the full control effect; nearly all actives have a fitted effect of over 20% in size
Target sequence (P02791 2-175 limits assumed): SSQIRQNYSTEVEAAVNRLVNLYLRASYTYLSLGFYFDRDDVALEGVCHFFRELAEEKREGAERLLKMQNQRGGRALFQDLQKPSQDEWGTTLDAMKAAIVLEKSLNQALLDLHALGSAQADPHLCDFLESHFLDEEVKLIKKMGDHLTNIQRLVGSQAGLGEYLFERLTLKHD
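10 uM apoferritin + 50% sat. 1-AMA, PBS; cpd 10 min RT; Ex380/Em535 endpoint; normalized to free probe vs complex; 4-param Hill fit; propofol titration as pos. ctrl.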
Pol kappa inh = qHTS for Inhibitors of Polymerase Kappa | DNA polymerase kappa (Homo sapiens), Q9UBT6 | purified Pol kappa, fluorescent DNA synthesis assay, 10 min | Potency, µM (titrated, usually from 107 µM), inactives show at the top dose activity, negative = inhibition, most hits filed as inhibitors | hit rate 0.53% among 400,000 | AID 588579, 2011; also: % is scaled to controls: 0 for no effect and ±100 for the full control effect
Target sequence (Q9UBT6 whole entry, looked up): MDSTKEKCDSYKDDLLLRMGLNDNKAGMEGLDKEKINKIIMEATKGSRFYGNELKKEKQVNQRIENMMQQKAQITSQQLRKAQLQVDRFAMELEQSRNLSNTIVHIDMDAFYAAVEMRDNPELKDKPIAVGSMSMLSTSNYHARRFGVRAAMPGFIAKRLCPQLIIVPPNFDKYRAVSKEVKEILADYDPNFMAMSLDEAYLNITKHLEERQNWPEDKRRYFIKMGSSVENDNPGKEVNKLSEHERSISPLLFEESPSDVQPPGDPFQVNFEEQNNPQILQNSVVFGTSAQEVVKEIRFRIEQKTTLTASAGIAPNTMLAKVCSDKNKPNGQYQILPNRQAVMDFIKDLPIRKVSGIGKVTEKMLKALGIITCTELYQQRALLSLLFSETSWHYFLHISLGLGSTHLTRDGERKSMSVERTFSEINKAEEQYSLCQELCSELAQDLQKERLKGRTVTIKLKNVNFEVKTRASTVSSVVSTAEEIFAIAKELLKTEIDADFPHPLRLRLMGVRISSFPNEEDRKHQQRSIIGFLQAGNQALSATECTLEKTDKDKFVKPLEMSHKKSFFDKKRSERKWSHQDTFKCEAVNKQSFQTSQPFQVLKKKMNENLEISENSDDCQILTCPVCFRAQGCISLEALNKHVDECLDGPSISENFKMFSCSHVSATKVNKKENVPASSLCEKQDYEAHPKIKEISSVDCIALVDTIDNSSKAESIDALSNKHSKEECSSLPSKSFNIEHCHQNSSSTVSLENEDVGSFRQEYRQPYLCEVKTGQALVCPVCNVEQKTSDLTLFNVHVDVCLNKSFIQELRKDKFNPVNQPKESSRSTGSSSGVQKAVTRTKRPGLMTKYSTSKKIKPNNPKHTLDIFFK
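Here, compound and 10 nM enzyme are combined for 15 min at room temperature; adding 50 nM substrate (final) starts DNA synthesis, tracked by fluorescence at 0 and 10 min against buffer-only wells.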
BAZ2B inh = qHTS Assay for Inhibitors of BAZ2B; Bromodomain adjacent to zinc finger domain protein 2B (Homo sapiens), Q9UIF8; AlphaScreen BAZ2B-H3K14Ac peptide displacement; Potency, µM (series often up to 114 µM), inactives show at the highest dose activity change, negative = inhibition, actives largely listed as inhibitors; hit rate 4.4% among 360,000; AID 504333, 2011; also: % is scaled to controls: 0 for no effect and ±100 for the full control effect; nearly all actives have a fitted effect of over 60% in size
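AlphaScreen displacement: compounds (up to 110uM) incubated 30 min at room temperature with a preformed 50 nM BAZ2B/50 nM biotinylated H3K14Ac peptide complex in PBS pH 7.4 with Tween-20. Donor and acceptor beads at 10 ug/mL final added, 20 min light-protected before reading.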
APEX1 inh = qHTS Assay for Inhibitors of the Human Apurinic/apyrimidinic Endonuclease 1 (APE1); DNA repair nuclease/redox regulator APEX1 (Homo sapiens), P27695; hit rate 0.35% among 350,000; recombinant APE1, TAMRA/BHQ-2 abasic DNA cleavage fluorescence; Potency, µM (highest dose often 65.8 µM), for the others: at the top dose activity change, negative = inhibition, most hits filed as inhibitors; AID 2517, 2012;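 also: plate controls were vehicle for no effect and reference inhibitor for full effect; nearly all actives have a fitted effect of over 55% in size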
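Compound pre-exposure to 0.75 nM APE1, 15 min at ambient temperature. Reaction initiated with 50 nM TAMRA/BHQ-2 THF substrate, read immediately in kinetic mode, 525 nm excitation, 598 nm emission.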
BLM helicase inh = qHTS Assay for Inhibitors of Bloom's syndrome helicase (BLM); recombinant BLM DNA unwinding, fluorescence dequenching; Potency, µM (titrated, usually from 56.1 µM), without a hit: top-dose activity change, negative = inhibition, most hits filed as inhibitors; hit rate 0.2% among 350,000;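 also: plate controls were vehicle for no effect and no enzyme for full effect; nearly all actives have a fitted effect of over 35% in size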
Pol beta inh = qHTS Assay for Inhibitors of DNA Polymerase Beta | AID 485314, 2010 | hit rate 1.3% among 340,000 | Pol beta primer extension/strand displacement, fluorescence kinetic | Potency, µM (highest dose often 114 µM), for inactives: at the top dose activity change, negative = inhibition, usual class: inhibitors; also: % is scaled to controls: 0 for no effect and ±100 for the full control effect
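Homogeneous kinetic assay of primer extension and strand displacement by 10 nM Pol beta, preincubated 15 min at room temperature with compound before 50 nM substrate (final) was added. Read at 0 and 10 min; four-parameter Hill fit.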
G9a inh = qHTS Assay for Inhibitors of Histone Lysine Methyltransferase G9a. Histone-lysine N-methyltransferase EHMT2 (Homo sapiens), Q96KQ7. G9a H3K9 monomethylation, AlphaScreen, 2 h. Potency, µM (doses to about 102 µM), for inactives: at the top dose activity, negative = inhibition, most hits filed as inhibitors. hit rate 8.8% among 350,000. AID 504332, 2011; also: % is scaled to controls: 0 for no effect and ±100 for the full control effect; nearly all actives have a fitted effect of over 75% in size
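Compounds were preincubated with 20 nM G9a for 15 min, after which biotinylated H3K9 peptide (500 nM) and SAM (20 uM) started a 2 h room-temperature reaction. Monomethylated product was quantified by antibody-based AlphaScreen chemiluminescence.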
Pol iota inh = qHTS for Inhibitors of Polymerase Iota | DNA polymerase iota (Homo sapiens), Q9UNA4 | Pol iota fluorescent replication assay, 10 min | Potency, µM (highest dose often 115 µM), without a hit: at the highest dose activity, negative = inhibition, hits mostly inhibitors | hit rate 1% among 390,000 | AID 588590, 2011
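Fluorescent replication assay read twice, at 0 min and 10 min after adding 50 nM (final) substrate. Enzyme (10 nM) and compounds were first incubated 15 min at room temperature; enzyme-free buffer wells were negative controls.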
Pol eta inh = qHTS for Inhibitors of Polymerase Eta; DNA polymerase eta (Homo sapiens), Q9Y253; recombinant Pol eta, fluorescent DNA replication assay; Potency, µM (top dose mostly 114 µM), for the others: top-dose activity change, negative = inhibition, hits mostly inhibitors; hit rate 1.2% among 390,000; also: % is scaled to controls: 0 for no effect and ±100 for the full control effect
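Pol eta (10 nM) was preincubated with compounds for 15 min at room temperature, after which fluorescent replication substrate (50 nM final) was added to start the reaction. Fluorescence was read kinetically at 0 and 10 min.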
* = called active by the depositor; ? = inconclusive; nt = not tested or not shown; & = joins results of further samples; [ ] = another dose, or the depositor's remark. Calls follow the shape of the dose curve; as a rule, active = well fitted curve in the direction sought with a large enough effect; inconclusive = small, poorly fitted or top-dose-only effect, or another doubt; inactive = no such curve, though single readings can be large; an effect the other way counts as inactive or inconclusive. Potency is read from the fitted curve at half-maximal effect. Some of the compounds tested, so the mix of outcomes need not match the whole.

Screens in order – Pol kappa inh	Apoferritin bind	Pol eta inh	Pol iota inh	G9a inh	Pol beta inh	BAZ2B inh	APEX1 inh	BLM helicase inh
Cc1csc(N/N=C/c2ccc(O)c([N+](=O)[O-])c2)n1
    22µM*	?	7.1µM*	13µM*	14µM*	25µM*	4.5µM*	?	?
O=C(N/N=C/c1c[nH]c2ccccc12)c1sc2ccccc2c1Cl
    -19%	-11%	-11%	139%[activator]	20%[59 µM]	0%	?	-1%	-10%
COc1ccccc1C(=O)N(Cc1ccco1)Cc1ccccc1F
    -3%	-12%	-6%	13%	-23%[59 µM]	37%	?	nt	1%
Cc1cc(C)cc(NC(=S)Nc2ccc(Cl)c(Cl)c2)c1
    -8%	?	-8%	31%[activator]	-28%	27%	?	0%	-13%
COc1ccc(S(=O)(=O)N2CCC3(CC2)OCCN3S(=O)(=O)c2ccc(OC)cc2)cc1
    -8%	nt	5%	18%	12%[2.33 µM]	nt	5%	-4%	nt
O=C(NCCCN1CCOCC1)c1ccc(CS(=O)(=O)Cc2ccc(Cl)cc2)o1
    0%	-7%	-12%	38%[activator]	3%[12.7 µM]	12%	-1%	16%	2%
CSc1nc(C)nc(C2CC2)c1C#N
    -7%	3%	-9%	163%[activator]	18%	26%	5%	?	-11%
N#CCC(=O)N/N=C/c1ccc(SCC(=O)Nc2ccccc2)o1
    -11%	-15%	-12%	-16%	?	-16%	-25%	-7%	-4%
CC1=CCC2C(=O)N(c3cccc(C(=O)N(C)C4CCCCC4)c3)C(=O)C2C1 (centres undefined)
    0%	?	-7%	-7%	-8%	2%	5%	2%	-4%
CCCCNC(=O)Cc1c(O)c2ccccc2[nH]c1=O
    1%	-10%	-12%	27%	?	24%	-8%	-1%	-7%
Cc1ccc(NC(=O)C2CCN(C(=O)NC3CCCCC3)CC2)cc1
    12%	-3%	-17%	-1%	1%[59 µM]	20%	0%	6%	3%
C/C(=C\c1cc(C(=O)O)c(C)o1)CO
    -20%	-2%	19%	16%	1%[59 µM]	6%	4%	2%	3%
CC(=O)NCc1ccc(S(=O)(=O)N2CCCN(C)CC2)cc1
    6%	24%	-7%	22%	79µM*	1%	-14%	35%	-5%
Cc1ccccc1CNC(=O)c1ccccc1N
    -1%	?	-7%	-1%[58.9 µM]	3%	0%	5%	3%	0%
COc1ccc(S(=O)(=O)N2CCN(C(=O)Cc3ccsc3)CC2)cc1
    -10%	nt	-10%	25%	?	nt	7%	-15%	nt
CCOc1ccc(S(=O)(=O)N2CCCC(C(=O)NCc3ccncc3)C2)cc1 (centres undefined)
    -6%	-5%	-18%	10%	6%	24%	-3%	70%[activator]	4%
CC1(C)CC(=O)C2=C(C1)N(C1CCCCC1)C(=O)C2(O)C(F)(F)F (centres undefined)
    -3%	-6%	-12%	2%	1%	6%	3%	-1%	0%
CCC(C)N(C)C1CCN(C(=S)Nc2ccc(OC)cc2)CC1 (centres undefined)
    2%	4%	-13%	-4%	-13%	-6%	9%	1%	-14%
CCc1ccccc1Nc1nn2c(=O)c3ccc(C(=O)NC4CCC(C)CC4)cc3nc2s1 (centres undefined)
    10%	-12%	-9%	18%	5%[59 µM]	4%	-2%	nt	-2%
CCOc1ccc(CCNC(=O)CN2C(=O)NC3(CCCC3)C2=O)cc1OCC
    4%	-2%	-5%	40%[activator]	nt	30%	-7%	-9%	-7%

Two of the compounds above, as labelled records.
CCOc1ccc(CCNC(=O)CN2C(=O)NC3(CCCC3)C2=O)cc1OCC
- Pol kappa inh: 4%
- Apoferritin bind: -2%
- Pol eta inh: -5%
- Pol iota inh: 40%[activator]
- G9a inh: nt
- Pol beta inh: 30%
- BAZ2B inh: -7%
- APEX1 inh: -9%
- BLM helicase inh: -7%
Cc1cc(C)cc(NC(=S)Nc2ccc(Cl)c(Cl)c2)c1
- Pol kappa inh: -8%
- Apoferritin bind: ?
- Pol eta inh: -8%
- Pol iota inh: 31%[activator]
- G9a inh: -28%
- Pol beta inh: 27%
- BAZ2B inh: ?
- APEX1 inh: 0%
- BLM helicase inh: -13%

Next entries follow:
Screens in order – Pol kappa inh	Apoferritin bind	Pol eta inh	Pol iota inh	G9a inh	Pol beta inh	BAZ2B inh	APEX1 inh	BLM helicase inh
Cc1nc(C2CC(=O)OC23CCCCC3)cs1 (centres undefined)
    -1%	-9%	-18%	31%[activator]	?	11%	-17%	-7%	1%
CCOC(=O)N1CCN(C(=O)COc2ccc(S(=O)(=O)NC(C)C)cc2)CC1
    -11%	-1%	-9%	1%	45µM*	?	2%	1%	-1%
Cc1cccc(C(=O)NCC(=O)N(C)CC(=O)Nc2ccc(N3CCOCC3)cc2)c1
    5%	-4%	-8%	17%	?	23%	-16%	35%	-4%
O=[N+]([O-])c1ccc(Oc2cnc3ccccc3n2)cc1
    -16%	-2%	-4%	70%[activator]	15%	5%	1%	-2%	6%
CCOC(=O)CC(=O)CSc1nc(N)c(C#N)c(-c2ccc(Cl)cc2)c1C#N
    -12%	-6%	-4%	-20%[58.9 µM]	2%	28%	-5%	13%	-19%
COc1cccc(CNS(=O)(=O)c2ccc3c(c2)CC(C)N3C(=O)C2CCC2)c1 (centres undefined)
    3%&-13%	3%&-7%	-21%&-9%	25%&7%	-3%	6%&21%	-10%&-4%	27%	-5%&-7%
FC(F)(F)c1cc(-c2ccc(Cl)cc2)nc2ncnn12
    -1%	-7%	7%	10%	0%[59 µM]	12%	8%	-3%	-2%
CCOc1cccc(C(=O)N(Cc2cccc(F)c2)C2CCS(=O)(=O)C2)c1 (centres undefined)
    -6%	-10%	-17%	57%[activator]	-5%	9%	-10%	1%	0%
COc1ccc(NC(=O)COC(=O)Cc2ccccc2[N+](=O)[O-])cc1OC
    0%	-3%	-7%	14%	-4%	-12%	-17%	10%	-1%
O=C(/C=C\c1ccc2c(c1)OCO2)NC1CC(=O)N(c2cccc(F)c2)C1 (centres undefined)
    -2%[60.1 µM]	-15%	-20%	15%	7%[59 µM]	-10%	1%	nt	-2%
CCn1c(CNC(=O)c2cccs2)n[nH]c1=S
    -2%	1%	-11%	22%	?	38%	9%	1%	1%
CC1CCC(C(C)C)C(OC(=O)COC(=O)c2cccn2C)C1 (centres undefined)
    -2%	-13%	-17%	8%	23%	8%	-2%	6%	-8%
CCN(CC)CCCNC(=O)c1cc(-c2ccccc2)c(N2CCCCC2)s1
    -13%	-1%	?	134%[activator]	?	14%	?	-2%	1%
COc1cc(C(=O)OCC(=O)NCCCc2ccccc2)ccc1OCC(C)C
    0%	-15%	-24%	49%[activator]	24%	8%	-21%	41%	-2%
CC1(C)C(C=C(Cl)Cl)C1C(=O)N/N=C/c1ccccc1F (centres undefined)
    5%	-10%	-15%	23%	nt	11%	36%[activator]	-26%	-7%
O=S(=O)(c1ccc(F)cc1)n1ccc(-c2cccc(OCc3c(F)cccc3Cl)c2)n1
    3%	-5%	-21%	25%	108%[activator][59 µM]	-2%	-25%[57.1 µM]	-2%	-3%
O=C(CSc1ccccc1[N+](=O)[O-])NC1CCS(=O)(=O)C1 (centres undefined)
    -9%	-3%	-8%	2%	-6%[59 µM]	25%	-6%	6%	2%
Cn1cc(Cl)c(C(=O)N2CCN(c3ncccn3)CC2)n1
    4%	-2%	-7%	?	-6%[59 µM]	13%	4%	1%	-8%
CCc1ccc(C2C(C#N)=C(N)N(N3CCOCC3)C3=C2C(=O)CC(C)(C)C3)s1 (centres undefined)
    -14%	-5%	-6%	17%	-13%	19%	-14%	4%	-8%
COc1ccc(CNC(=O)CSc2n[nH]c(-c3ccc(F)cc3)n2)cc1
    -2%[60.1 µM]	-12%	3%	18%	1%[59 µM]	-18%	5%	nt	5%
COc1ccc(-c2ncncc2-c2ccccc2)c(O)c1
    12%	4%	-15%	30%[activator]	11%	0%	-3%	1%	-4%
CCn1c(O)c(C=Nc2ccccc2)sc1=O
    -2%	-2%	-7%	-16%	-31%	-15%	-21%	?	-6%
COc1ccc(S(=O)(=O)N2CCC(C(=O)NCCCN3CCOCC3)CC2)cc1
    -1%	-2%	-20%	47%[activator]	9%[59 µM]	-1%	0%	-11%	1%
CN(c1ccccc1)S(=O)(=O)c1cccc(NC(=O)c2ccc(=O)[nH]c2)c1
    -5%	nt	-2%	14%	-8%[2.33 µM]	nt	-9%	5%	nt
O=C(COC(=O)Cc1ccc(Cl)cc1)Nc1ccc2[nH]c(=O)[nH]c2c1
    -7%	nt	-13%	13%	50µM*	nt	?	42%	nt
Cn1c(=O)c(C(=O)NC2CCCCCC2)c(O)c2ccccc21
    -17%	-1%	-7%	-4%	1%	34%	-9%	49%[activator]	-1%
Cc1ccc([N+](=O)[O-])cc1N=C(c1ccc([N+](=O)[O-])cc1)N1CCOCC1
    -4%	-7%	-20%	148%[activator]	-19%[59 µM]	19%	?	6%	1%
COc1cccc(-c2cc(=O)c3ccccc3o2)c1N
    -3%[60.1 µM]	nt	-6%[57.1 µM]	4%[58.9 µM]	50%[activator][12.7 µM]	7%[57.1 µM]	nt	?	-2%
CC(C)C(NC(=O)OCc1ccccc1)C(=O)OCC(=O)N1C(C)CCCC1C (centres undefined)
    5%	?	-7%	-1%	-12%[59 µM]	2%	-2%	7%	-2%
Cn1c(=O)cc(SCC(=O)N2CCCC2)c2cc(Cl)ccc21
    -7%	0%	6%	33%[activator]	-5%[59 µM]	6%	?	-2%	-2%
Cc1ccccc1NC(=O)c1cc(N)ccc1N1CCCCC1
    0%	-23%	-10%	-26%	32µM*	2%	?	0%	-9%
CC(C)(C)c1ccc(C(=O)NCC(=O)N2CCNC(=O)C2)cc1
    -9%	2%	10%	19%	-10%	21%	-11%	44%[activator]	-6%
